Compound activity deposited in PubChem BioAssay by National Center for Advancing Translational Sciences (NCATS).
D2 ag: agonists of human D2 dopamine receptor | HEK293 T-REx D2 cells, calcium flux agonist mode | AID 485358 | activation, % at 2 µM | P14416 | 340,000 tested, 0.53% active;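 active = activation over 3 SD above normal in the single-dose calcium agonist read, cut at about 30% in these data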; note: 0% is about no effect
Target sequence (P14416 whole entry, looked up): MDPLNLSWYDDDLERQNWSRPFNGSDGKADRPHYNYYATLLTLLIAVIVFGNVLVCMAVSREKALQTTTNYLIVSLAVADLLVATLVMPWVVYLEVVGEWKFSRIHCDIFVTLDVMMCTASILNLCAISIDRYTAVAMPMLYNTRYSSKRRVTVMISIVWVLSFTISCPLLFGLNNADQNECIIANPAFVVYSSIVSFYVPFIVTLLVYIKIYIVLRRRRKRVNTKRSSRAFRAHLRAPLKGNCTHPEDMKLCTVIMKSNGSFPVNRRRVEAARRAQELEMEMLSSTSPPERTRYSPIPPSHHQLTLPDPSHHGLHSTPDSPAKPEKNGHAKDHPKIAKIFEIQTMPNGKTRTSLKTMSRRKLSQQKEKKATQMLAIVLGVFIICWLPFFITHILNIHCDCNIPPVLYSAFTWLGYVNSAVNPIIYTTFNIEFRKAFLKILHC
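Agonism scored from kinetic calcium signal (1 read/sec, 180 s) following compound pin transfer, after a 10 s baseline. Cells: HEK293 Trex line expressing inducible D2 receptor coupled to calcium, dye-loaded after overnight culture at 30 C.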
mIDH1 inhibitor: blocks human mutant IDH1 R132H enzyme | O75874 | IDH1-R132H enzyme, NADPH consumption, diaphorase/resazurin fluorescence | Potency, µM (highest dose often 76.6 µM), without a hit: at the top dose activity change, negative = inhibition, usual class: inhibitors | 390,000 tested, 0.093% active; note: potency is the fitted concentration of half-maximal effect; % is set by controls: 0 for no effect and ±100 for the full control effect; nearly all actives have a fitted effect of over 65% in size
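IDH1-R132H (0.5 ug/mL dispensed) in pH 7.5 Tris buffer was preincubated 30 min with compound, then given a substrate mix of 0.016 mM NADPH and 2 mM alpha-KG for 80 min at room temperature; remaining NADPH was read by diaphorase/resazurin fluorescence.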
D2 antag: antagonizes the human D2 dopamine receptor. inhibition, % at 10 µM. 340,000 tested, 2% active. HEK293 TREx D2 cells, calcium flux, dopamine EC80. AID 485344; in the data active = inhibition above about 30%; note: 0% is about no effect
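HEK293 T-REx D2 cells, tet-induced, calcium dye no-wash. Cpd pintool add, 180 s kinetic, then EC80 DA, 180 s kinetic. Ca flux read.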
TrxR1 substrate: substrates of rat thioredoxin reductase 1; Potency, µM (top dose mostly 114 µM), without a hit: top-dose activity change, negative = substrate turnover; O89049; purified TrxR1 substrate turnover, NADPH consumption readout; 390,000 tested, 0.01% active; note: potency is the fitted concentration of half-maximal effect; % is set by controls: 0 for no effect and ±100 for the full control effect; nearly all actives have a fitted effect of over 50% in size
Target sequence (O89049 whole entry, looked up): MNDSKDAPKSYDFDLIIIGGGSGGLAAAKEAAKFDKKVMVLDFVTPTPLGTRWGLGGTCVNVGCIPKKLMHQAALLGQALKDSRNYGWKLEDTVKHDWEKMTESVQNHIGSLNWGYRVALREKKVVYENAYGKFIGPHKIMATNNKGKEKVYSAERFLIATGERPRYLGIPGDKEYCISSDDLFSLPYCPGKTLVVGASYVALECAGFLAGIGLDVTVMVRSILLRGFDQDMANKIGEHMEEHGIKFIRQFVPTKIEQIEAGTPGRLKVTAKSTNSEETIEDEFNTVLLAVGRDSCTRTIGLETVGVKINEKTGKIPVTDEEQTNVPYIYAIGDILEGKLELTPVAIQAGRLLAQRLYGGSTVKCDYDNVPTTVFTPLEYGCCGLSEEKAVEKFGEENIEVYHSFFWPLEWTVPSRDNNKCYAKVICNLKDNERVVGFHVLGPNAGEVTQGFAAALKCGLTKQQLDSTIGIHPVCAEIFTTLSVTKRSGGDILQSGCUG
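Rat TrxR1, dispensed at 90 nM, was prereduced with 400 uM NADPH (final) for 5 min at ~22 deg C, then incubated with compound 15 min before 400 uM selenite. A first-read NADPH fluorescence drop versus no-compound background flagged substrates.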
PI4K2A inh: blocks human PI4K2A kinase activity; Q9BTU6; activity change, negative = inhibition, % at 76.9 µM; 420,000 tested, 0.13% active; purified PI4K2A, ADP-Glo luminescence, 1 h; stronger effect = lower value; AID 1346378; in the data active = activity change below about -50%; inconclusive = mostly about -30% to -49%;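 note: -100% = wells without enzyme as full effect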
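Compounds are screened against recombinant PI4K2A using PI as substrate and ATP, the latter dispensed at 300 microM. Reactions run one hour at ambient temperature before ADP-Glo detection; full inhibition defined by wells lacking enzyme.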
TRHR PAM: TRH receptor (human) allosteric enhancement; P34981; TRHR cells, fluo-8 calcium fluorescence, EC20 TRH enhancement; enhancement, % at 2 µM; 360,000 tested, 0.66% active; in the data active = enhancement above about 30%; note: 0% is about no effect
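TRHR-expressing cells loaded with fluo-8 calcium dye were read kinetically (ex 480/em 530) during compound addition, then stimulated with an EC20 of TRH (10 nM final). Enhancement of the Gq-mediated intracellular calcium response was scored.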
USP1-UAF1 inh: USP1/UAF1 (human) deubiquitinase inhibition. O94782. recombinant USP1/UAF1, Ub-Rhodamine cleavage fluorescence. Potency, µM (highest dose often 57.1 µM), for inactives: at the highest dose activity change, negative = inhibition, hits mostly inhibitors. 390,000 tested, 0.23% active. AID 743255; note: potency is the fitted concentration of half-maximal effect; % is set by controls: 0 for no effect and ±100 for the full control effect; nearly all actives have a fitted effect of over 60% in size; inactives centre near -12
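High-throughput fluorogenic screen: 1nM USP1/UAF1 complex, Ub-Rho substrate 150nM final, 50mM HEPES pH 7.8 with 0.5mM EDTA, 0.1 mg/ml BSA, 1mM TCEP and 0.01% Tween-20.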
TrxR1 inh: inhibitors of rat thioredoxin reductase 1 | O89049 | 390,000 tested, 1% active | AID 588453 | Potency, µM (top dose mostly 114 µM), without a hit: at the highest dose activity change, negative = inhibition, most hits filed as inhibitors | recombinant rTrxR1, NADPH fluorescence consumption, selenite substrate; note: potency is the fitted concentration of half-maximal effect; % is set by controls: 0 for no effect and ±100 for the full control effect; nearly all actives have a fitted effect of over 65% in size
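Rat TrxR1 (90 nM in the dispensed reagent) was pre-reduced with 400 uM NADPH for 5 min at room temperature, then incubated with compound for 15 min. After 400 uM selenite was added, NADPH fluorescence (Ex 340/Em 450 nm) was followed for 8 min.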
TRHR agonist: TRH receptor (human) agonism. P34981. TRHR cells, calcium flux fluo-8, FDSS agonist mode. activation, % at 2 µM. 360,000 tested, 0.18% active. AID 493084; in the data active = activation above about 30%; note: 0% is about no effect
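TRHR-expressing cells loaded with fluo-8 calcium dye; 23 nL library compound pin-transferred, kinetic FDSS fluorescence (Ex 480/Em 530) recorded about 180 s for agonist-induced calcium release, before a 10 nM TRH EC20 addition for potentiator mode.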
An asterisk follows results filed as active; ? = inconclusive; nt = not tested or not shown; & = joins results of further samples; [ ] = dose if it differs, or a comment. Unless noted, calls come from the whole dose curve; as a rule, active = well fitted inhibition curve with a large enough effect; inconclusive = small, poorly fitted or top-dose-only effect; inactive = no such curve, though single readings can be large or run the other way.

Below each SMILES – D2 ag | mIDH1 inhibitor | D2 antag | TrxR1 substrate | PI4K2A inh | TRHR PAM | USP1-UAF1 inh | TrxR1 inh | TRHR agonist
COCCNC(=O)C(c1cccnc1)N(Cc1ccccc1)C(=O)Cn1nnc2ccccc21 (stereo unspecified)
 : nt | 16% | nt | 8% | -3 | -8 | -10% | 7% | 0.2
COc1ccccc1CNC(=O)c1cc(S(=O)(=O)N2CCCCC2)c[nH]1
 : 0.3 | 21% | 1 | 1% | -2 | 9 | -15% | ? | -2.0
CCOC(=O)CSc1nc(-c2ccccn2)ncc1OC
 : -0.3 | 0% | 6 | 1% | -4 | 5 | -13% | -9% | -1.0
Cc1ccc(-c2csc(NC(=O)CSC3=NCCS3)n2)cc1
 : -0.7 | 11% | -16 | -5% | 2 | 0 | -25% | -11% | 0.2
COc1ccc(S(=O)(=O)N2CCOCC2)cc1NS(=O)(=O)c1ccc(F)c(F)c1
 : nt | 3% | nt | -3% | 3 | nt | 4% | 8% | nt
COc1ccc(C2CC(c3cccc(Cl)c3)=NN2c2ccc(S(N)(=O)=O)cc2)cc1 (stereo unspecified)
 : nt | 8% | nt | 297%[activator] | 4 | nt | -32% | ? | nt
CC(C)CCNC(=O)CN1C(=O)NC(c2ccccc2)(c2ccccc2)C1=O
 : 0.6 | 14% | 19 | 3% | 0 | -14 | -3% | 11% | -0.4
Cc1nnc(NC(=O)c2cccc(S(=O)(=O)N3CCOCC3)c2)s1
 : -1.0 | 10% | 22 | -2%[57.1 µM] | -3 | 2 | -14% | 16%[57.1 µM] | -0.6
Cc1cccc(N2CCN(C(=O)c3ccc4c(c3)N(Cc3ccccc3F)C(=O)c3ccccc3S4=O)CC2C)c1 (stereo unspecified)
 : 0.5 | 10% | nt | 1% | 3 | 1 | -26% | 13% | 0.4
CC(=O)c1ccccc1C(=O)N1CCCC(N2CCN(Cc3ccc4c(c3)OCO4)CC2)C1 (stereo unspecified)
 : 0.7 | -3% | 22 | 1% | -7 | -3 | -6% | -19% | 0.0
CC1(C)CC(=O)C(C(C2=C(O)CC(C)(C)CC2=O)c2cccc(O)c2)C(=O)C1 (stereo unspecified)
 : -0.8 | 4% | -2 | 2%[57.1 µM] | -3 | 3 | 4% | -30%[57.1 µM] | -1.4
Cc1ccc(OCC(=O)Nc2ccccc2C(=O)N2CCCCC2)cc1
 : 0.6 | -1% | 6 | -8% | 1 | -6 | -13% | 5% | -0.3
COc1cc(-c2nc(Cn3nnc(C(=O)Nc4ccccc4)c3C)c(C)o2)cc(OC)c1OC
 : 0.2 | -13% | nt | -6% | -5 | -7 | -13% | 17% | -0.9
COc1cc(/C=C2/C(=O)N(c3ccc(Br)cc3)N=C2C)cc([N+](=O)[O-])c1O
 : -0.1 | nt | -9 | nt | nt | 0 | nt | nt | -0.2
Cc1nc2ccccc2c(=O)n1-c1ccc(NC(=O)C(F)(F)F)cc1
 : -3.3 | -1% | nt | 0%[57.1 µM] | 1 | -2 | -2% | 24%[57.1 µM] | 0.6

Continued; the last two above are carried over.
Below each SMILES – D2 ag | mIDH1 inhibitor | D2 antag | TrxR1 substrate | PI4K2A inh | TRHR PAM | USP1-UAF1 inh | TrxR1 inh | TRHR agonist
COc1cc(/C=C2/C(=O)N(c3ccc(Br)cc3)N=C2C)cc([N+](=O)[O-])c1O
 : -0.1 | nt | -9 | nt | nt | 0 | nt | nt | -0.2
Cc1nc2ccccc2c(=O)n1-c1ccc(NC(=O)C(F)(F)F)cc1
 : -3.3 | -1% | nt | 0%[57.1 µM] | 1 | -2 | -2% | 24%[57.1 µM] | 0.6
CCOc1ccc(C(C)NC(=O)CCC(=O)O)cc1 (stereo unspecified)
 : -0.3 | 1% | -3 | 6%[57.1 µM] | -1 | 3 | -18% | 9%[57.1 µM] | 0.4
COCCNC(=O)c1cc(-c2ccccn2)nc2ccc(S(=O)(=O)N3CCC(C)CC3)cc12
 : -0.4 | 0% | -4 | 13% | -2 | 3 | -14% | 46%[activator] | -1.0
CC(=O)N1c2ccc(S(=O)(=O)N(C)C3CCCCC3)cc2CC1C (stereo unspecified)
 : 0.1 | 0% | -7 | -1% | 3 | -12 | -13% | 33% | -0.5
COC(=O)CC1C(C(=O)OC)ON2OC(C(=O)OC)C(C(=O)OC)C12 (stereo unspecified)
 : 1.9 | -7% | 14 | 3% | 0 | 10 | -20% | 14% | -0.2
Cc1cccc(C)c1NC(=O)CS(=O)CC(=O)Nc1ccc(N2CCOCC2)cc1 (stereo unspecified)
 : nt | -8% | nt | -6% | -1 | -4 | -13% | 3% | 1.0
CC(C)Cc1ccc(S(=O)(=O)NCC2CCCO2)cc1 (stereo unspecified)
 : -0.1 | -10% | -11 | 3% | 1 | -4 | -11% | 7% | -0.9
COc1ccc(CCn2c(=O)[nH]c3cc(C(=O)NCCc4ccccc4)ccc3c2=O)cc1OC
 : 0.8 | nt | -3 | nt | nt | -3 | nt | nt | 0.1
O=C(O)c1cccc2c1/C(=N/Nc1ccc([N+](=O)[O-])cc1[N+](=O)[O-])c1ccccc1-2
 : -2.2 | 1% | -2 | 5% | -4 | -2 | -12% | 5% | -1.2
CCc1ccc(OC(=O)CN2C(=O)c3ccccc3C2=O)cc1
 : 0.1 | -5% | -6 | 2%[57.1 µM] | -1 | 23 | ? | 10%[57.1 µM] | 0.1
O=C1C=C(c2ccc3ncccc3c2)C[C@@H](c2ccc(Cl)cc2)C1
 : 0.7 | 8% | -8 | 5% | -1 | 28 | -24% | 21% | 0.1
Cc1ccccc1CNC(=O)CCSCc1cnn(-c2ccccc2)c1-n1cccc1
 : -1.5 | -13% | nt | 5% | -4 | 2 | -9% | 18% | 0.0
COc1cc2c(-c3ccccc3O)nc3c(c(C)nn3-c3ccccc3)c2cc1OC
 : 0.0&0.2 | 30%&-6% | -4 | 5% | -1&4 | 7&5 | -24%&-12% | 8%&11% | -1.0&0.0
CC(C)(C)OC(=O)NCCc1nnc(SCC(=O)Nc2cccc(Cl)c2)o1
 : 0.5 | 11% | 9 | 0% | 2 | -1 | -15% | 16% | -0.2
COc1ccccc1-n1cc2c([N+](=O)[O-])cc([N+](=O)[O-])cc2n1
 : 0.1 | 1% | -27 | 6% | -10 | 2 | -18% | ? | -0.7
CCCNC(=O)Cn1c2ccccc2c2nc(=O)cc(C)n21
 : 0.3 | -2% | -27 | 10% | -6 | -6 | -18% | 14%[57.1 µM] | 0.2
O=C(Nc1cc(Cl)ccc1Cl)C1CC(=O)N(c2ccccc2)C1 (stereo unspecified)
 : 0.0 | 11% | -11 | 9%[57.1 µM] | -1 | 0 | -16% | 21%[57.1 µM] | -0.1
CCOc1ccccc1NC(=O)N1CCc2c(sc(C)c2CC)C1c1ccccc1 (stereo unspecified)
 : 8.7 | -24% | nt | -4%[57.1 µM] | -3 | 6 | -17% | 12%[57.1 µM] | 0.5
O=C(Nc1ccc(NC(=O)c2cc3ccccc3o2)cc1)c1ccccc1
 : 0.4 | 16% | nt | 7% | 1 | -3 | ? | 16% | -0.8
Cc1nn(C(C)(C)C)c(OC(=O)c2cccc(F)c2)c1Sc1ccccc1
 : -1.4 | 23% | nt | 7%[2.29 µM] | 4 | 0 | ? | 28% | 0.1
Cc1ccc(C)c(NC(=O)Cc2nc(CCl)cs2)c1
 : -0.4 | 9% | 16 | 2% | -2 | 2 | -13% | -25% | -0.3
COc1cccc(CNC(=O)CN2C(=O)CCc3cc(S(=O)(=O)N4CCOCC4)ccc32)c1
 : 1.1 | 3% | nt | -2%[57.1 µM] | 4 | 3 | -6% | 3%[57.1 µM] | 0.9
CCOc1ccc(N2CC(C(=O)Nc3cccnc3)CC2=O)cc1 (stereo unspecified)
 : 0.7 | 1% | -5 | -3% | -1 | -2 | -26% | 3% | -0.1
CCNC(=O)NC(=O)C(C)OC(=O)c1cccnc1SC (stereo unspecified)
 : nt | 1% | nt | -6% | 4 | nt | 5% | 2% | nt
N#CCCN(C(=O)COC(=O)Cc1ccc(Br)cc1)c1ccccc1
 : 0.0 | 1% | 0 | -10% | -23 | -1 | -12% | -2% | 0.3
CC(Oc1ccc(NC(=O)c2ccco2)cc1)C(=O)N1c2ccccc2CC1C (stereo unspecified)
 : 0.6 | 2% | 9 | -3%[57.1 µM] | 2 | 1 | -19% | 0%[57.1 µM] | -0.4
O=[N+]([O-])c1cccc(-n2nnnc2CN2CCCCCC2)c1
 : nt | 6% | nt | -3% | 1 | 1 | -19% | -33% | -0.2
COc1cc(OC)cc(C(=O)Nc2ccc(S(=O)(=O)Nc3ncccn3)cc2)c1
 : 3.2&0.6 | -4%&0% | -19 | 9%[0.0914 µM] | -8&-4 | 10&-9 | 1%&3% | 0%[57.1 µM] | 0.0&0.6
CCCCCCSc1ccc([C@H]2N[C@@](CC(C)C)(C(=O)OC)[C@H]3C(=O)N(C)C(=O)[C@@H]23)cc1OC
 : 1.7 | -1% | -10 | -3% | -1 | 5 | -2% | 9% | 0.5
CCOc1ccc(OCC)c(NC(=O)C(NS(=O)(=O)c2ccc3c(c2)oc(=O)n3C)C(C)C)c1 (stereo unspecified)
 : -0.5 | 4% | 6 | -8% | 1 | -4 | -2% | 4% | -0.4
Cc1ccc(S(=O)(=O)NCc2ccc(C(=O)NCCN(Cc3ccccc3)C(C)C)cc2)cc1
 : 0.2 | 0% | -4 | -6% | 110 | -2 | -5% | 7% | -0.6
CCN(CC)c1ccc2cc(S(=O)(=O)c3ccc(Cl)cc3)c(=O)oc2c1
 : 68* | -1% | -76 | -4% | -5 | 7 | nt | 2% | 110*
Cc1cccc(Nc2nnc(SCC(=O)c3c(N)n(C4CC4)c(=O)[nH]c3=O)s2)c1C
 : 0.0 | -13% | -25 | -6% | -4 | 4 | -12% | 7% | -0.1
